Assay outcomes deposited in PubChem BioAssay by Sanford-Burnham Center for Chemical Genomics.
mIAP block – blocks mouse intestinal alkaline phosphatase; purified mouse IAP, CDP-Star luminescence, 30 min; AID 2806; inhibition, % at 10 µM; 330,000 tested, 0.2% active;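 active means inhibition of at least 40% at 10 µM in the primary screen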;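 further: plate controls were DMSO with enzyme for no effect and no enzyme wells for full effect; values of inactives mirror those of a sister screen read the other way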
mIAP act – increases mouse intestinal alkaline phosphatase activity; muIAP, CDP-Star luminescence, 30 min; active compounds read high; 1 = vehicle-only enzyme signal, 0 = enzyme-free wells; activation factor at 10 µM; 330,000 tested, 0.24% active;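 active means activation factor of at least 2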; further: the source names both 10 and 20 µM as test concentration; values of inactives mirror those of a sister screen read the other way
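Assay system: mouse IAP enzyme / Compound: DMSO-dissolved test compounds / Timing: 30 min, room temperature / Measured by: luminescence from enzymatic CDP-Star hydrolysis / Control set: DMSO-only wells, enzyme-free buffer wells as negative control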
hIAP block – human IAP inhibition. P09923. purified IAP, CDP-Star luminescence, 30 min. inhibition, % at 10 µM. 330,000 tested, 0.12% active;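 active means inhibition reaching a set limit with compound at 10 µM in the primary screen, cut at about 35% in these data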;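 further: plate controls were DMSO wells with enzyme for no effect and no-enzyme buffer wells for full effect; values of inactives mirror those of a sister screen read the other way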
A3A deaminase – blocks human APOBEC3A ssDNA deamination; 330,000 tested, 0.41% active; P31941; inhibition, % at 20 µM; recombinant A3A, FAM/TAMRA ssDNA deamination fluorescence;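 active means at least 40% inhibition at 20 µM here, with at most 30% in a related deaminase screen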;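 further: plate controls were A3A with DMSO for no effect and wells lacking A3A enzyme for full effect; some results filed as inactive read as strong as hits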
Target sequence (P31941 whole entry, looked up): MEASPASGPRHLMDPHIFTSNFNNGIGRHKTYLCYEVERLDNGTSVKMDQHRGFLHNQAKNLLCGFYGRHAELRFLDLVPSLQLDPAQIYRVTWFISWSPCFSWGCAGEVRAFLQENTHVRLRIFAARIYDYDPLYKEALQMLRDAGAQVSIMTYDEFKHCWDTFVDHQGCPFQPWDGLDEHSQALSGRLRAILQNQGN
ATG4B inh – ATG4B (human) cysteine protease inhibition. 340,000 tested, 0.51% active. Q9Y4P1. inhibition, % at 8.33 µM. ATG4B cleavage of LC3-PLA2, NBD-HPC fluorescence, 1 h; in the data active means inhibition above about 40%
Target sequence (Q9Y4P1 whole entry, looked up): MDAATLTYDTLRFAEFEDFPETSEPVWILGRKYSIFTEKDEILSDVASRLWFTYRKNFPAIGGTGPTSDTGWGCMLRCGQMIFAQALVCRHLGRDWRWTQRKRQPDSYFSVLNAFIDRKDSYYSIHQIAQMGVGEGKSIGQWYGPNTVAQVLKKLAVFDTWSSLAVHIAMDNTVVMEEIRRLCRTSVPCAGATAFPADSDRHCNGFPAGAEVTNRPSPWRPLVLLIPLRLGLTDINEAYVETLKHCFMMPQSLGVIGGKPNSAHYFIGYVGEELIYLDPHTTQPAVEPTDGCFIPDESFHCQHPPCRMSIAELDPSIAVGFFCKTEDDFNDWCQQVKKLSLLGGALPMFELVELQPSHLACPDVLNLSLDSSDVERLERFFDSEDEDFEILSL
APOBEC3G inh – inhibitors of human APOBEC3G DNA deaminase | 330,000 tested, 0.28% active | AID 493012 | recombinant A3G, ssDNA deamination FAM/TAMRA fluorescence | inhibition, % at 20 µM | Q9HC16;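 active means inhibition of at least 40% at 20 µM, with no more than 30% in the related APOBEC3A deaminase screen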;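 further: plate controls were DMSO wells with A3G for no effect and wells lacking A3G enzyme for full effect; some compounds called inactive have numbers as strong as hits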
Target sequence (Q9HC16 whole entry, looked up): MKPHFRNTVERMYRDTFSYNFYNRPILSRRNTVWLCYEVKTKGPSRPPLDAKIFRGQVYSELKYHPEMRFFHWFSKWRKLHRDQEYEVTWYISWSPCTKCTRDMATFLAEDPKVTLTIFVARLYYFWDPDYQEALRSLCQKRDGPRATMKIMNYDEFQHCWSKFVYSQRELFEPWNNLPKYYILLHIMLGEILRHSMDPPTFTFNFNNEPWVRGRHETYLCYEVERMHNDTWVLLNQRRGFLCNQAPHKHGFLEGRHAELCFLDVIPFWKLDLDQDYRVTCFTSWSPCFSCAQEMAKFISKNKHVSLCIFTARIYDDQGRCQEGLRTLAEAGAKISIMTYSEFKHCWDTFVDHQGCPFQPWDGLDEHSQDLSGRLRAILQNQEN
hIAP act – human IAP activation; purified human IAP, CDP-Star luminescence, 30 min; active compounds read high; 1 = vehicle-only enzyme, 0 = enzyme-free background; activation factor at 10 µM; 330,000 tested, 0.16% active; AID 2524;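 active means activation factor of the enzyme at least 2-fold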; further: the source names both 10 and 20 µM as test concentration; values of inactives mirror those of a sister screen read the other way
MPTP inh – inhibitors of mitochondrial permeability transition pore. isolated mouse mitochondria, Ca2+ swelling absorbance, 30 min. inhibition, % at 10 µM. 360,000 tested, 1.4% active;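 active means inhibition of 50% or more, scaled per plate between neutral and stimulator controls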;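 further: 0% = DMSO wells given calcium and 100% = 1 mM EGTA wells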
MIN6 prolif – inducers of beta-cell replication in MIN6 cells. MIN6 cells proliferation, ATPlite luminescence, 48 h; cells starved in 0.2% serum; 100% = growth in 10% serum. proliferation, % at 10 µM. 330,000 tested, 0.29% active. AID 2380;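 active means compounds whose signal lies at least 3.5 SD above the mean of all wells on their plate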;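 further: 0% = DMSO-treated cells in low-serum medium and 100% = 10% serum control; some compounds called inactive have numbers as strong as hits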
Numbers without * were called inactive; nt = not tested or not shown.

SMILES	mIAP block	mIAP act	hIAP block	A3A deaminase	ATG4B inh	APOBEC3G inh	hIAP act	MPTP inh	MIN6 prolif
COc1cc(F)c(C2=CC(=O)C[C@H](c3ccc(F)cc3)C2)cc1F	-7	1.1	0	-2	-1	0	0.99	0.0	-4
C=CCSc1nnc(NC(=O)Cc2ccc(OC)c(OC)c2)s1	2	0.97	-2	-2	-12	-5	1	1.2	7
CC(=O)c1ccc(N2CCN(S(=O)(=O)c3c(C)[nH]c(C)c3C(=O)N3CCCCC3)CC2)cc1	-2	1	-15	-3	6	-2	1.1	0.6	-1
CC(=O)Oc1cc(OC(C)=O)c2c(C)cc(=O)oc2c1	-8	1.1	-7	-3	-9	-6	1.1	-1.9	-4
CCN(Cc1ccccc1)c1ccc(/C=N/NC(=S)NC(C)C)cc1	10	0.9	5	-7	2	-11	0.95	7.0	-7
O=[N+]([O-])c1ccccc1S(=O)(=O)N1CCN(Cc2ccccc2)CC1	6	0.94	27	-6	3	-12	0.73	-0.1	-2
CS(=O)(=O)N1CCN(c2ccccc2NC(=O)c2ccc(-c3ccc(Br)cc3)o2)CC1	-2	1	-2	-5	-5	-7	1	-3.0	0
COc1ccc2nc(SCc3nc(N)nc(Nc4ccccc4)n3)[nH]c2c1	14	0.86	-12	-3	-7	-8	1.1	-0.5	-2
COC(=O)c1ccccc1NC(=S)NC(=O)c1cccc2ccccc12	10	0.9	-7	-7	8	-5	1.1	1.4	-4
Cn1c(-c2cccc(F)c2)nc2c1c(=O)[nH]c(=O)n2Cc1ccccc1	6	0.94	-4	1	5	-4	1	-0.2	4
O=C(COC(=O)c1ccc[nH]c1=O)c1ccc(Cl)s1	-4	1	-14	-5	-10	-5	1.1	0.3	-3
CCOC(=O)N1CCN(C(=O)Cc2ccc(-n3c(=O)[nH]c4ccccc4c3=O)cc2)CC1	-6	1.1	4	0	-11	-1	0.95	-0.9	-1
COc1cc(OC)c(NS(=O)(=O)c2cc(Br)cnc2N)cc1Cl	1	0.99	3	-6	-11	-1	0.97	-2.1	-2
c1coc(-c2nn3c(Cn4nnc5ccccc54)nnc3s2)c1	3	0.97	8	2	-9	10	0.92	1.7	-3
CC(C)C(=O)Nc1cc(S(=O)(=O)Nc2cccc(Cl)c2)ccc1Cl	8	0.92	11	-1	-4	-6	0.89	2.1	-3
CN(C)S(=O)(=O)c1cccc(NC(=S)NC(=O)C2CCCCC2)c1	5	0.95	1	-3	32	-3	0.99	1.7	0
COc1ccc(CC(=O)Nc2ccc(-c3noc(-c4cccc(OC)c4)n3)cc2)cc1	-16	1.2	-6	-2	5	-5	1.1	-1.1	-2
Cc1ccc(C2N(C)c3ccccc3-c3nc4ccccc4n32)o1 (stereo not given)	-6	1.1	18	-5	13	-4	0.82	-0.1	-2
CCC(C)C(=O)Nc1c2c(nc3c1CCC3)CCCC2 (stereo not given)	-5	1.1	-11	0	-2	-3	1.1	-2.2	-1
CC(=O)NC1=NN(C(C)=O)C2(S1)C(=O)N(C(C)C)c1ccc(C)cc12 (stereo not given)	4	0.96	-13	0	-7	-2	1.1	-0.2	0
O=C1CN(C(=O)c2c(F)cccc2F)C(c2ccccc2)c2cc(Br)ccc2N1 (stereo not given)	-4	1	6	-4	-6	-13	0.94	0.9	-4
Cc1ccc(S(=O)(=O)N2CCC(C(=O)OCC(=O)NCc3ccco3)CC2)cc1C	0	0.99	-6	-1	-11	-11	1.1	-0.3	-3
COc1ccc(NC(C)=O)cc1NC(=O)c1cccc(C(F)(F)F)c1	-8	1.1	-5	3	-12	-7	1.1	-1.4	-1
COc1ccc(C(=O)Nc2ncc(C)s2)cc1S(=O)(=O)N1CCCC1	8	0.92	6	5	-9	5	0.94	1.2	-2
O=C(c1cncc(Br)c1)N1CCN(S(=O)(=O)c2ccc(Cl)cc2)CC1	8	0.92	8	-1	1	-7	0.92	0.5	0
CN(CC(=O)N1CCCC1)S(=O)(=O)c1cccc(Cl)c1	-4	1	0	-1	2	-6	1	0.3	3
O=C(NC(=S)Nc1ccc(CN2CCOCC2)cc1)c1ccc2c(c1)OCCO2	4	0.96	6	-1	-4	-9	0.94	0.6	-2
O=C(NCC1CCCO1)C1CCCN(S(=O)(=O)c2ccc(Cl)cc2)C1 (stereo not given)	7	0.93	7	-2	0	-5	0.93	-2.0	0
COCCNC(=O)C(c1ccc(C)o1)N(Cc1ccc(OC)cc1)C(=O)Cn1nnc2ccccc21 (stereo not given)	-2	1	4	3	-8	2	0.96	-1.0	0
CC(C)CCNC(=O)c1ccc2c(c1)ncn2C1CCCC1	-3	1	-14	-5	-5	-6	1.1	-0.9	-3
CCCCN(CC)CCNC(=O)c1cn(CCOC)c(=O)c2c1c1ccccc1n2C	-7	1.1	4	-2	-8	-8	0.96	0.3	3
COc1ccccc1/C=C1/C(=O)N(c2ccccc2)N=C1C	2	0.98	6	-2	-1	-9	0.94	1.9	-3
Cc1cccc(OCCn2c(=S)[nH]c3ccccc32)c1	-3	1	-22	8	-6	62*	1.2	-12	-5
C[C@@H]1NC(=O)OC1c1ccco1 (stereo not given in full)	2	0.98	0	2	-4	-6	0.99	-2.5	3
CCOC(=O)CSc1nc2c(c(=O)[nH]1)C(C)(CC)Cc1ccccc1-2 (stereo not given)	-3	1	16	-3	6	-5	0.83	1.7	-6
Cc1cccc(OCC(=O)N/N=C/CC(C)c2ccccc2)c1C (stereo not given)	2	0.98	-4	-3	7	-10	1	-1.7	0
COC(=O)c1cccc(Oc2nc3c(c(=O)n(C)c(=O)n3C)n2C(C)C)c1	1	0.99	10	-2	-3	-4	0.9	-0.6	2
O=C1CN(CC(=O)Nc2ccc(SC(F)F)cc2)CCN1	6	0.94	5	-2	4	-4	0.95	1.2	1
CCOP(=O)(OCC)C(NC(=O)Nc1cccc(Cl)c1)C(N)=O (stereo not given)	1	0.99	8	-5	-8	-8	0.92	0.3	-1
COC(=O)CN(c1ccc(OC)cc1)S(=O)(=O)c1c(C)noc1C	0	1	-12	8	-3	0	1.1	1.1	-1
O=C1CSC2(CCCCC2)N1CCO	4	0.96	10	1	-2	1	0.9	-2.4	0
COc1cccc(NC(=O)CSc2nnc(-c3ccoc3C)n2-c2ccccc2)c1	-5	1	-2	-1	-9	-1	1	nt	-5
COC(=O)c1ccc(NC2=CC(=O)CC(C)(C)C2)cc1	-2	1	-16	-4	-4	-6	1.2	-1.4	0
COc1ccc2nc(N3CCN(C(=O)C4COc5ccccc5O4)CC3)sc2c1 (stereo not given)	-3	1	6	-4	-9	-9	0.94	-0.6	-3
C=C(C)COc1ccc2c(CC)cc(=O)oc2c1	4	0.96	-10	-4	-10	-5	1.1	2.8	-3
CCC1(c2ccccc2)NC(=O)N(CC(=O)Nc2cccc(S(=O)(=O)N3CCCC3)c2)C1=O (stereo not given)	-11	1.1	13	-1	-5	-2	0.87	0.7	1
O=C(O)c1ccc(/C=C(\c2nc3ccccc3[nH]2)c2nc3ccccc3s2)cc1	12	0.88	6	7	-3	-3	0.94	0.7	-5
Cc1cc(C)nc(NS(=O)(=O)c2ccc(NC(=O)C3CC3)cc2)n1	-4	1	-6	1	0	-2	1.1	0.1	0
CC(=O)Nc1cccc(S(N)(=O)=O)c1C	1	0.99	3	5	3	-1	0.97	-0.8	-1
CCn1c(COc2cccc3cccnc23)nnc1SCC(=O)O	4	0.96	13	-1	4	-6	0.87	0.1	-3
Cc1ccc(NC(=O)c2cccc(N3C(=O)CCC3=O)c2)nc1	7	0.93	-5	0	-2	1	1	-2.1	1
CC(NC(=O)COC(=O)CNS(=O)(=O)/C=C/c1ccccc1)c1ccccc1 (stereo not given)	5	0.95	0	-4	-5	-4	1	-2.7	-2
CC1CCN(c2ccccc2NC(=S)NC(=O)c2ccc(-c3cccc([N+](=O)[O-])c3)o2)CC1	9	0.91	3	-1	-5	-2	0.97	0.9	-6
COc1cc(/C=C(\C#N)c2nc(-c3cc4ccccc4oc3=O)cs2)ccc1O	34	0.66	13	-7	-5	-20	0.87	12	0
Cc1ccc(C)c(OCc2cc(C(=O)N(C)Cc3nccs3)no2)c1	3	0.97	-15	-7	9	-7	1.1	-0.6	3
Nc1nc(CSC(=S)N2CCN(c3ccccc3)CC2)nc(Nc2ccccc2)n1	4	0.96	-5	1	-6	-3	1.1	0.9	0
CCC(C)(C)C(=O)Nc1ccc(OC)cc1[N+](=O)[O-]	-4	1	-7	-3	-5	-2	1.1	-1.1	0
Cc1ccc(S(=O)(=O)N2CCOCC2)cc1NC(=O)CN(C)C1CCS(=O)(=O)C1 (stereo not given)	6	0.94	3	2	-2	1	0.97	0.7	-2
Cc1cccc(NC(=S)N2CCC(c3nc4ccccc4o3)CC2)c1	-6	1.1	-15	-1	5	-11	1.1	-1.8	1
CCC(=O)c1ccccc1OCCN1CCN(Cc2ccccc2)CC1	10	0.9	4	4	-2	2	0.96	10	-3
Additional entries.
SMILES	mIAP block	mIAP act	hIAP block	A3A deaminase	ATG4B inh	APOBEC3G inh	hIAP act	MPTP inh	MIN6 prolif
CCOC(=O)NC(=O)CSc1nnnn1-c1ccc(C)cc1	-18	1.2	1	-1	-3	1	0.99	0.7	-1
COc1ccc(-c2cc(C(=O)N3CCOCC3)no2)cc1OC	5	0.95	8	-1	0	-4	0.92	0.1	1
CSc1ccccc1C(=O)Nc1ccc2c(c1)OCO2	-3	1	3	8	3	0	0.97	-0.5	-2
Cc1cc(N2CCN(Cc3nc(-c4ccc(Cl)cc4)oc3C)CC2)cc(C)n1	-7	1.1	-7	-3	-4	-4	1.1	19	-5
COc1ccccc1NS(=O)(=O)c1ccc(O)c(C(=O)OCC(=O)N2c3ccccc3CC2C)c1 (stereo not given)	0	1	-3	2	2	-1	1	3.4	-4
COC(=O)c1sccc1NC(=O)Nc1ccccc1OC	7	0.93	-13	-1	-8	-5	1.1	0.2	2
O=C(COC(=O)c1n[nH]c2ccccc12)NC(=O)NC1CCCC1	-12	1.1	-25	-3	-8	-2	1.3	2.1	0
CC(=O)N1[C@H](C)C=C[C@]1(Cc1ccccc1)C(=O)NCc1cc(F)cc(C(F)(F)F)c1	-3	1	2	-1	-1	-5	0.97	1.1	-4
O=C(NC1CCCCC1)C1CCN(C(=O)c2ccc(Cl)cc2)CC1	-3	1	5	0	5	-5	0.95	-1.7	-2
CCC(c1nnc(SCC(=O)Nc2ccc(C(=O)Nc3ccccc3OC)cc2)o1)N(C)C (stereo not given)	4	0.96	1	2	-3	-3	0.99	-1.0	-2
CCOc1ncccc1C(=O)OCC(=O)c1ccc(F)cc1	-2	1	-1	0	-6	-5	1	-0.2	-1
O=C(NC1CCCCC1)c1cccc(COCC(F)(F)F)c1	-2	1	3	1	-7	-4	0.97	0.1	0
O=S1(=O)C=C(SCc2cccc(Cl)c2)Nc2ccccc21	-35	1.4	11	0	16	-7	0.89	-0.9	-3
CCn1c(SCc2nc(-c3ccccc3)no2)nnc1-c1cccs1	3	0.97	3	-2	0	-1	0.97	0.4	1

Compounds from the list above with a nitro group on carbon (3):
SMILES	mIAP block	mIAP act	hIAP block	A3A deaminase	ATG4B inh	APOBEC3G inh	hIAP act	MPTP inh	MIN6 prolif
O=[N+]([O-])c1ccccc1S(=O)(=O)N1CCN(Cc2ccccc2)CC1	6	0.94	27	-6	3	-12	0.73	-0.1	-2
CC1CCN(c2ccccc2NC(=S)NC(=O)c2ccc(-c3cccc([N+](=O)[O-])c3)o2)CC1	9	0.91	3	-1	-5	-2	0.97	0.9	-6
CCC(C)(C)C(=O)Nc1ccc(OC)cc1[N+](=O)[O-]	-4	1	-7	-3	-5	-2	1.1	-1.1	0
